ERK EGF block = blocks ERK signaling stimulated by EGF. HEK293-V1b, EGF-stimulated phospho-ERK AlphaScreen. Potency, µM (titrated, usually from 11.5 µM), for the others: at the highest dose activity change, negative = inhibition, most hits filed as inhibitors. actives 0.41% (n = 130,000). AID 1454; active = well fitted inhibition curve with a large enough effect; inconclusive = small, poorly fitted or top-dose-only effect, or effect the other way;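 also: plate controls were stimulated vehicle wells for no effect and unstimulated vehicle basal for full effect; nearly all actives have a fitted effect of over 55% in size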
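Compounds are titrated over HEK293-V1b cells kept overnight in 1% FBS. After 30 min at 37C, EGF (25 nM final) triggers ERK phosphorylation for 5 min, measured by AlphaScreen in lysates.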
Active calls of the source: *; ? = inconclusive; & = joins results of further samples; [ ] = another dose, or the depositor's remark. Potency is read from the fitted curve at half-maximal effect. An excerpt. The share of hits here may be higher or lower than overall.

SMILES | ERK EGF block
Cc1ccc(C(=O)CC2C(=O)N(c3ccccc3)C(=S)N2c2ccccc2)cc1 (stereo not drawn) | -9%
Cc1cc(NC(=O)c2ccoc2C)no1 | -8%
CC1CCN(c2nc3nonc3nc2Nc2ccc(F)cc2)CC1 | -3%
N#CCc1nn(-c2ccc(F)cc2)c(N)c1C#N | 1%
CC(OC(=O)CCN1C(=O)c2cccc([N+](=O)[O-])c2C1=O)C(=O)Nc1cc(Cl)cc(Cl)c1 (stereo not drawn) | ?
Cc1cccc(Nc2nnc(SCC(=O)NCc3cccs3)s2)c1C | 4%
CCOC(=O)C1(CCc2ccccc2)CCN(C(=O)c2ccoc2)CC1 | 5%[57.5 µM]
Nc1nc2c(C(=O)N3CCOCC3)nnn2c2ccccc12 | -4%[57.5 µM]
COc1cc(OC)cc(C(=O)NCCCN2CCOCC2)c1 | -11%
O=C(NN1CCOCC1)NC12CC3CC(CC(C3)C1)C2 | -13%[57.5 µM]
CC(C)(C)NC(=O)C(c1ccncc1)N(Cc1cccs1)C(=O)Cn1nnc(-c2ccc(F)cc2)n1 (stereo not drawn) | -5%
CCOC(=O)c1sc(N=NC2=C(O)CC(C)(C)CC2=O)c(C(=O)OCC)c1C | ?
O=C(O)CCC(=O)Nc1sc2c(c1C(=O)Nc1cccc3ccccc13)CCCCC2 | 5%
Cc1nn(-c2ccccc2)c(C)c1C(=O)NCc1ccc(F)cc1 | -9%
CCCCC(=O)Nc1nnc(-c2ccco2)o1 | -5%
CCOC(=O)c1c(NC(=S)NCc2ccccc2)sc2c1CCN(C(=O)OCC)C2 | -11%[57.5 µM]
O=C(O)c1ccccc1C(=O)NNc1ccc(Cl)cc1Cl | -8%
Cc1cc(Nc2cccc([N+](=O)[O-])c2)c2cccc(C)c2n1 | 9%[57.5 µM]
O=C(Cn1cnc([N+](=O)[O-])n1)N/N=C/c1cc(Cl)ccc1O | 0%
COC(=O)c1cc(Nc2cc(C)c3ccc(O)cc3n2)cc(C(=O)OC)c1 | -2%[57.5 µM]
CC(C)c1nc(CNC(=O)c2cc(COc3c(F)cccc3F)on2)cs1 | -5%[57.5 µM]
CSc1nc(C(=O)N2CCc3c([nH]c4ccccc34)C2c2ccccn2)cs1 (stereo not drawn) | ?
O=C(COC(=O)c1cc[n+]([O-])cc1)Nc1ccc([N+](=O)[O-])cc1 | -2%
N#C/C(=C\c1ccc(-c2ccccc2[N+](=O)[O-])o1)C(=O)N1CCOCC1 | -3%
COc1ccc(NC(=O)COC(=O)CCNS(=O)(=O)c2ccccc2)cc1OC | ?
SMILES | ERK EGF block
COc1ccccc1N1C(=O)C2C(C(=O)c3ccccc3)=NN(c3ccc(Br)cc3)C2C1=O (stereo not drawn) | 6%[57.5 µM]
COc1cc2c(cc1OC)C1(C)N(CC2)C(C(C)=O)=NN1c1ccc(Cl)cc1 (stereo not drawn) | ?
CCCCNC(=O)C1C2C=CC(C2)C1C(=O)O (stereo not drawn) | 2%
O=C(Nc1cc(Cl)ccc1Oc1ccccc1)c1ccc(F)cc1 | 10%
Cc1ccc(S(=O)(=O)N(C)c2ccc(OCC(=O)Nc3cccc(-n4cnnn4)c3C)cc2)cc1 | 2%[57.5 µM]
COCCc1ccc(OCC(O)CNC(C)C)cc1 (stereo not drawn) | -5%[57.5 µM]
COc1cc(OC)cc(C(=O)N[C@H](C(=O)NCc2cccs2)C(C)C)c1 | -5%
CCC(C)N(C)C(=O)c1cc2ccccc2c(-c2ccccc2Cl)n1 (stereo not drawn) | 18%&4%
Cc1nn(-c2ccccc2)c(Cl)c1C(=O)Nc1ccc(N2CCOCC2)cc1 | -6%
COc1ccc(CCNC(=O)c2cnc3n(c2=O)CCS3)cc1OC | 6%
CCOC(=O)c1c(-c2ccccc2)csc1NC(=O)/C(C#N)=C/c1ccc(O)c(OC)c1 | 0%
CCOc1cc(/C=N/Nc2cccc(C(=O)O)c2)ccc1OC(=O)c1ccccc1 | -7%
O=C(/C=C/c1ccccc1)NCC1(c2ccccc2)CCOCC1 | 2%[57.5 µM]
CN1/C(=C/C(=S)NC(=O)C2(C)CC2(Cl)Cl)C(C)(C)c2ccccc21 (stereo not drawn) | ?
Nc1ccc2nc(-c3cccnc3)[nH]c2c1 | 6%
COc1ccc(N(C)S(=O)(=O)c2cccc(C(=O)Nc3nc4ccccc4[nH]3)c2)cc1 | -13%
CC(=O)c1c(C)c(C)c2n1CCn1c(C)ccc1-2 | ?
COCCNc1nc(Cl)c(C#N)s1 | -2%
CCOC(=O)CSc1nc2cc3c(cc2cc1C#N)OCCO3 | 0%
CCNc1ncc2nc(CCc3ccccc3)c(=O)n(-c3ccccc3)c2n1 | -10%
CN(C(=O)Nc1ccc(Cl)cc1)n1cnc2ccccc2c1=O | -7%[57.5 µM]
CCC(=O)NC(=S)Nc1cccc(NC(=O)c2ccccc2C)c1 | -3%
Cc1ccc(N=Nc2ccc(O)c3ncccc23)cc1C | -6%
Cc1ccc(S(=O)(=O)N(CC(=O)Nc2ccccc2C(=O)O)c2ccc(Cl)cc2)cc1 | 11%
CSCC(=O)N1CCCC(CO)(Cc2ccccc2C)C1 (stereo not drawn) | 1%

Another view of four compounds above.
| compound | ERK EGF block |
| --- | --- |
| COc1cc2c(cc1OC)C1(C)N(CC2)C(C(C)=O)=NN1c1ccc(Cl)cc1 (stereo not drawn) | ? |
| COc1ccc(N(C)S(=O)(=O)c2cccc(C(=O)Nc3nc4ccccc4[nH]3)c2)cc1 | -13% |
| CCOC(=O)CSc1nc2cc3c(cc2cc1C#N)OCCO3 | 0% |
| CCOc1cc(/C=N/Nc2cccc(C(=O)O)c2)ccc1OC(=O)c1ccccc1 | -7% |

Gathered by group: those above containing a furan ring, fused or not (4)
SMILES | ERK EGF block
Cc1cc(NC(=O)c2ccoc2C)no1 | -8%
CCOC(=O)C1(CCc2ccccc2)CCN(C(=O)c2ccoc2)CC1 | 5%[57.5 µM]
CCCCC(=O)Nc1nnc(-c2ccco2)o1 | -5%
N#C/C(=C\c1ccc(-c2ccccc2[N+](=O)[O-])o1)C(=O)N1CCOCC1 | -3%

Other entries:
SMILES | ERK EGF block
CC1CCCCC12NC(=O)N(CC(=O)Nc1ccc(N3CCOCC3)cc1)C2=O (stereo not drawn) | 2%
CC(C)(C)c1ccc(Cn2cnc(-c3ccc([N+](=O)[O-])cc3)c2)cc1 | -11%
Cc1ccc(NC(=O)CC(N)=S)cc1 | 4%[57.5 µM]
COc1cc(C(CCN2CCCC2)c2c(OC)cc(OC)c3c(C)cc(=O)oc23)cc(OC)c1OC (stereo not drawn) | 0%[57.5 µM]
CCn1c(C)nc([N+](=O)[O-])c1C(=O)O | 12%
COc1ccc(C(=O)CCC(=O)Nc2cccnc2)cc1 | 7%
Cn1c(SCC(=O)NCCc2ccccc2)nc2c([nH]c3ccccc32)c1=O | -3%
CC(=O)N(c1cccc(Br)c1)c1nc(C)cc(C)c1C#N | 10%[57.5 µM]
CN(c1ccccc1)S(=O)(=O)c1cccc(NC(=O)Nc2ccc(Cl)cc2C#N)c1 | 2%
CC(c1ccccc1)C1CC(=O)N(Cc2ccccc2)C1=O (stereo not drawn) | 7%
O=[N+]([O-])c1cnccc1Nc1ccc(Cl)cc1 | -7%[57.5 µM]
Cc1ccc(NC(=S)Nc2ccc3[nH]c(=O)[nH]c3c2)cc1 | 12%[57.5 µM]
NNC(=O)/C=C/c1ccc(Cl)cc1Cl | 6%
O=[N+]([O-])c1cccc(/C=N/N2CCN(Cc3ccc(Cl)cc3)CC2)c1 | ?
CN(C)S(=O)(=O)c1cc(NC(=O)CSc2nn(-c3ccc(Cl)cc3)c(=S)s2)ccc1Cl | -6%
NC(=O)CSc1nnc(-c2ccncc2)n1-c1ccc(Cl)cc1 | -5%
S=c1[nH]nc(-c2ccccc2Cl)n1/N=C/C=C/c1ccco1 | 4%[57.5 µM]
CCOC(=O)c1sc(NC(=O)c2ccccc2C(=O)O)c(C(=O)OCC)c1C | -15%[57.5 µM]
O=C(N/N=C/c1ccc(Cl)c([N+](=O)[O-])c1)c1cc(-c2ccc3c4c(cccc24)CC3)n[nH]1 | -14%[57.5 µM]
Cc1c(/C=N/NC(N)=O)c2ccccn2c1C(=O)c1ccncc1 | 9%[57.5 µM]
CC(C)(C)C1CCC(=NNC(=O)c2ccccc2-n2cccc2)CC1 (stereo not drawn) | 8%
COC(=O)C1=C(C(=O)OC)[C@@H]2Nc3ccccc3[C@@]23C[C@@H](C(=O)OC)N(C(C)=O)C3=N1 | 4%[57.5 µM]
COc1ccc([N+](=O)[O-])cc1/C=N/NC(=O)CNC(=O)C(c1ccccc1)c1ccccc1 | 1%
O=C(N/N=C/c1ccco1)c1ccccc1OCc1ccccc1Cl | 4%
CCCCC/C=C\C/C=C\C/C=C\C/C=C\CCCCCC(N)=O | -12%
SMILES | ERK EGF block
CCOC(=O)C(=CNc1cc(C(F)(F)F)ccc1N1CCOCC1)C(=O)OCC | 6%[57.5 µM]
N#Cc1cccc(CS(=O)(=O)c2nnnn2-c2cc(C(F)(F)F)cc(C(F)(F)F)c2)c1 | 1%
CC(=O)N1N=C(c2ccc(Cl)cc2)OC12CCCC2 | 10%[57.5 µM]
O=[N+]([O-])c1ccc(OCCN2CCCCCC2)cc1 | -26%
C/C(=N\NC(=O)c1csc(C)c1C)c1ccco1 | 9%
Cc1ccc(-c2cc(C(F)F)n3ncc(C(=O)N4CCc5ccccc5C4)c3n2)cc1 | -5%
Cc1cccc(-n2cc3c(=O)n(C)c(=O)n(C)c3c2)c1 | -9%
CCC(C)(C)NC(=O)C(c1ccc(OC)cc1)N(CC1CCCO1)C(=O)CCC(=O)Nc1cc(C)on1 (stereo not drawn) | -18%
COC(=O)c1ccccc1NC(=S)N1CCN(C2CCCCC2)CC1 | -2%
CCC(C(=O)O)C1CCC(C)C(C(C)C(O)C(C)C(=O)C(CC)C2OC3(C=CC(O)[C@@]4(CC[C@](C)(C5CC[C@@](O)(CC)C(C)O5)O4)O3)C(C)CC2C)O1 (stereo partly drawn) | 2%
Cc1ccccc1Nc1nc(N)nc(CSc2nnnn2C)n1 | -4%
Cc1ccccc1CSCC(=O)N1CCN(c2ccccc2)CC1 | 2%
COCc1cc(C)nc(OCC(=O)N/N=C/c2ccccc2O)c1C#N | -1%
Cc1cc(Cl)ccc1OCC(=O)N1CCCN(C(=O)COc2ccc(Cl)cc2C)CC1 | 32µM*
Cc1cc(Cl)ccc1OCC(O)CN1C(C)CCCC1C (stereo not drawn) | 0%
COc1cccc(N2CCN(S(=O)(=O)c3cccc4cccnc34)CC2)c1 | 0%
CCc1ccc2oc(C(=O)Nc3ccc(S(N)(=O)=O)cc3)c(C)c2c1 | -1%
COc1ccc(C2Nc3ccccc3C(=O)N2Cc2ccco2)cc1CN1C(=O)c2ccccc2C1=O (stereo not drawn) | 2%
COc1cc(/C=N/Nc2nc(Nc3ccccc3)nc(-n3nc(C)cc3C)n2)cc(OC)c1OC | 8%
COc1ccc(C(CCN2CCN(c3ccccc3)CC2)c2c(O)cc(OC)cc2OC)cc1 (stereo not drawn) | -1%[57.5 µM]
Cc1cc(C)n(C(=O)CCCn2nc(C)c([N+](=O)[O-])c2C)n1 | -4%
CCCCCCc1cc2cc(-c3nnc(-c4cc(OC)c(OC)c(OC)c4)o3)c(=O)oc2cc1O | 11%
O=[N+]([O-])c1ccc(C(O)C23CN4CN(CN(C4)C2)C3)cc1 (stereo not drawn) | 1%
COc1ccc(OC(=O)Nc2ccc([N+](=O)[O-])cc2OC)cc1 | 0%[57.5 µM]
COC(=O)c1ccc(NC(=S)NC2CC2)cc1 | -3%
SMILES | ERK EGF block
COC(=O)c1sc(N)c(C(=O)OC)c1COC(=O)CNS(=O)(=O)c1cccc(C#N)c1 | 6%
Cn1c(NC2CCCCC2)c(N=O)c(=O)n(C)c1=O | 7%
O=Cc1c(N2CCN(c3ccccc3)CC2)nc2ccccn2c1=O | -1%
O=C(COc1ccccc1)NC(=S)Nc1ccc2c(c1)Cc1ccccc1-2 | 0%
CCCCc1cc2c(cc1NC(=O)CN1CCCCC1)OCCO2 | -12%[57.5 µM]
Cc1c(Cl)cccc1NC(=S)NCC1COc2ccccc2O1 (stereo not drawn) | 2%
Cc1ccc(NC(=O)C2C(=O)N(C)c3ccccc32)cc1 (stereo not drawn) | 0%
CC(C)(C)c1ccc(C(=O)NCCn2c(N)c(C#N)c3nc4ccccc4nc32)cc1 | -7%
Cc1ccc(C2C(C#N)=C(N)N(c3cccnc3)C3=C2C(=O)CCC3)c(C)c1 (stereo not drawn) | -21%
Cc1ccc(NC(=O)CN2C(=O)N/C(=C/c3cc(C)n(-c4cccc(C(=O)O)c4)c3C)C2=O)cc1 | -10%
COc1ccc(NC(=O)c2cccc(OC(=S)N3CCOCC3)c2)cc1 | 7%[57.5 µM]
Cc1ccc(S(=O)(=O)N2CCC(=O)N(C(COCc3cccc(Cl)c3)Cc3ccccc3)CC2)cc1 (stereo not drawn) | -9%
Cc1cc[n+](-c2[nH]c(=O)sc2/C=N/N=C(\[O-])CCn2c3ccccc3c3ccccc32)cc1 | -15%[57.5 µM]
O=C(NC1CCCCC1)C(c1cccnc1)N(C(=O)CCl)c1cccc(Cl)c1 (stereo not drawn) | 0%
Cc1ccc(CSc2n[nH]c(N)n2)cc1 | -3%
COc1ccc(-c2nn(CC(=O)NCCc3ccccc3)c(=S)n2C)cc1 | 8%
CCCCOc1ccc(C(=O)Nc2cc(C)c(OCC(=O)N3CCOCC3)c(C)c2)cc1 | 4%
COC(=O)C(Cc1ccccc1)NC(=O)c1cc(=O)[nH]c2ccccc12 (stereo not drawn) | -8%

Quoted at random: 4 records from the list.
SMILES | ERK EGF block
CN(C)S(=O)(=O)c1cc(NC(=O)CSc2nn(-c3ccc(Cl)cc3)c(=S)s2)ccc1Cl | -6%
COC(=O)C1=C(C(=O)OC)[C@@H]2Nc3ccccc3[C@@]23C[C@@H](C(=O)OC)N(C(C)=O)C3=N1 | 4%[57.5 µM]
COc1ccc(NC(=O)COC(=O)CCNS(=O)(=O)c2ccccc2)cc1OC | ?
COC(=O)c1ccc(NC(=S)NC2CC2)cc1 | -3%
